Epigenetic derep: epigenetic control regulation, reporter derepression; murine LDR cells, GFP reporter derepression, 30 h; Potency, µM (top dose mostly 53.9 µM), for inactives: at the highest dose GFP activation, most hits filed as activators; actives 0.2% (n = 280,000); AID 1865; also: potency is read from the fitted curve at half-maximal effect; % of control where 0% means no effect; nearly all actives have a fitted effect of over 60% in size
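Murine LDR cells bearing a silenced CMV-driven GFP reporter were exposed to compound for 30 h at 37 C. After PBS washes, GFP-positive cells (20-120 um objects) counted by laser-scanning microplate cytometry.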
Tau FP inhib: blocks human tau fibril formation measured by polarization; actives 0.39% (n = 280,000); Potency, µM (doses to about 57.7 µM), inactives show at the top dose activity, negative = inhibition, hits mostly inhibitors; K18 P301L tau heparin fibrillization, Alexa594 FP, 6 h; also: potency is read from the fitted curve at half-maximal effect; % is scaled to controls: 0 for no effect and ±100 for the full control effect; nearly all actives have a fitted effect of over 55% in size
Target sequence (P10636 561-689 P618L limits assumed): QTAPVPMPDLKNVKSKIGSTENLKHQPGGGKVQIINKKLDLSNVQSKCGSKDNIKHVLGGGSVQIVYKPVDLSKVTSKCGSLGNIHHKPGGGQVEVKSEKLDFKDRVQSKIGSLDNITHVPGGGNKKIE
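Human tau K18 […] P301L fragment, 15 uM unlabeled plus 0.24 uM Alexa 594-labeled tau (final), with compound and 20 uM heparin in 100 mM sodium acetate pH 7; 6 hr at 37 C, then Alexa 594 FP read.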
aGal spleen mod: alpha-galactosidase A (human) modulation; Potency, µM (highest dose often 80 µM), for the others: top-dose activity change, negative = inhibition, most hits filed as inhibitors; human spleen homogenate, 4MU-alpha-Gal fluorescence, 40 min; actives 0.008% (n = 240,000);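 also: potency is read from the fitted curve at half-maximal effect; 0% = enzyme with vehicle and -100% = no enzyme basal signal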
Target sequence (P06280 32-429 limits assumed): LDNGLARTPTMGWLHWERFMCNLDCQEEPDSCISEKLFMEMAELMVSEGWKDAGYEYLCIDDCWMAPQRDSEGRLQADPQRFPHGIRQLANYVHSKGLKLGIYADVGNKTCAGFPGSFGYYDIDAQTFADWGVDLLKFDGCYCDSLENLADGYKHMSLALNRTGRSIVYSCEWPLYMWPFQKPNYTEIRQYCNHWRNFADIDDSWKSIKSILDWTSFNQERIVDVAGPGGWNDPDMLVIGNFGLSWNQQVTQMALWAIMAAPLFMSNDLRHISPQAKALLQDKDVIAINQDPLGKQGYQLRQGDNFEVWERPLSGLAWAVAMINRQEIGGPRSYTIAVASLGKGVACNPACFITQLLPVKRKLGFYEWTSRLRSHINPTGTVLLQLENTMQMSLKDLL
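qHTS titration in buffer at pH 5.0. Alpha-galactosidase activity in spleen homogenate was measured via 4-methylumbelliferone release from 1 mM fluorogenic substrate after 40 min at 37C and a pH 10 stop. AC50 came from Hill fits of control-normalized data.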
TRb SRC2 PPI: TRbeta-SRC2 interaction inhibition; P10828; TRbeta-SRC2 peptide binding, fluorescence polarization; receptor liganded with 1 µM T3; Potency, µM (highest dose often 106 µM), inactives show at the highest dose activity change, negative = inhibition, hits mostly inhibitors; actives 0.065% (n = 280,000); AID 1469;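 also: potency is read from the fitted curve at half-maximal effect; plate controls were bound peptide for no effect and peptide without receptor for full effect; nearly all actives have a fitted effect of over 50% in size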
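Decrease in fluorescence polarization of 20 nM Texas Red SRC2 coactivator peptide flagged inhibition of its binding to 0.6 uM TRb LBD; 1 uM T3 included, incubation 5 hr, ex 555/em 632 nm.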
Tau fluor cs: counter-screen for tau fibril formation inhibitors; tau K18 P301L (four-repeat tau fragment) Alexa594 fluorescence, heparin fibrillization; Potency, µM (top dose mostly 57.7 µM), without a hit: at the highest dose activity change, negative = decrease; actives 0.93% (n = 280,000); also: potency is read from the fitted curve at half-maximal effect; % is scaled to controls: 0 for no effect and ±100 for the full control effect; nearly all actives have a fitted effect of over 55% in size
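Human K18 P301L tau (15 uM unlabeled plus 0.24 uM Alexa 594-labeled, final) in 100 mM sodium acetate pH 7 was mixed with compound and 20 uM heparin and incubated 6 hr at 37 C.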
CBFb RUNX1 block: CBF-beta/RUNX1 interaction disruption. Potency, µM (series often up to 59.8 µM), for the others: at the top dose activity, negative = inhibition, actives largely listed as inhibitors. 230,000 tested, under 10 active. Q01196+Q13951. AlphaScreen CBFb-His/RUNX1-biotin binding, biochemical; also: % of control where 0% means no effect
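Proteins preincubated together for 20 min at RT before compound addition; 15 min later, nickel and streptavidin beads were added and left 90 min prior to AlphaScreen measurement.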
NPSR antagonist: blocks cAMP signaling of the human neuropeptide S receptor | Q6W5P4 | CHO-NPSR cells, cAMP TR-FRET, antagonist mode | Potency, µM (series often up to 38.3 µM), for inactives: top-dose activity change, negative = inhibition, hits mostly inhibitors | actives 1% (n = 220,000); also: potency is read from the fitted curve at half-maximal effect; % is scaled to controls: 0 for no effect and ±100 for the full control effect; nearly all actives have a fitted effect of over 50% in size; many of its hits are not listed in these tables
Target sequence (Q6W5P4 whole entry, looked up): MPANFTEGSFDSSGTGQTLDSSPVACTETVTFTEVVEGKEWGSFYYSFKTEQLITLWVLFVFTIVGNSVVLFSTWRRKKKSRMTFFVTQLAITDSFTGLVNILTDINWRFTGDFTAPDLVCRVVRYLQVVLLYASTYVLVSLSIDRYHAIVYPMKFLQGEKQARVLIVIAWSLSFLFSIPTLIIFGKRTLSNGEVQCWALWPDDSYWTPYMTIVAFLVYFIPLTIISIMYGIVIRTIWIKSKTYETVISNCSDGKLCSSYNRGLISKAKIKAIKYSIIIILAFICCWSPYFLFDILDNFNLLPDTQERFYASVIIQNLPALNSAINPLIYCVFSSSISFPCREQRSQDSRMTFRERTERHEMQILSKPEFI
TR SRC2 fluor cs: alters Texas Red total fluorescence, flagging assay interference; TRb/SRC2 Texas Red total fluorescence interference; Potency, µM (top dose mostly 106 µM), without a hit: top-dose fluorescence change, negative = quenching; actives 0.29% (n = 280,000); active = well fitted curve in either direction with a large enough effect; inconclusive = small, poorly fitted or top-dose-only effect; also: potency is read from the fitted curve at half-maximal effect; % is scaled to controls: 0 for no effect and ±100 for the full control effect
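Human TRβ ligand-binding domain (0.6 uM) and Texas Red SRC2 peptide (20 nM) in Tris buffer with 1 uM T3 and 5% DMSO were incubated with pinned compound for 5 hr at ambient temperature. Total fluorescence was computed as S + 2P (555/632 nm).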
An asterisk follows results filed as active; ? = inconclusive; / = not tested or not shown; & = joins results of further samples; [ ] = another dose, or the depositor's remark. Unless noted, calls follow the shape of the dose curve; as a rule, active = well fitted curve in the direction sought with a large enough effect; inconclusive = small, poorly fitted or top-dose-only effect, or another doubt; inactive = no such curve, though single readings can be large; an effect the other way counts as inactive or inconclusive. Not all compounds are listed. The share of hits here may be higher or lower than overall.

SMILES	Epigenetic derep	Tau FP inhib	aGal spleen mod	TRb SRC2 PPI	Tau fluor cs	CBFb RUNX1 block	NPSR antagonist	TR SRC2 fluor cs
Cc1ccccc1NCc1nnc2n1CCCCC2	0.0%	2%	7%	0%	6%	8%	18%	-1%
CCC(=O)N1CCNC(=O)C1CC(=O)Nc1ccc(C)c(Cl)c1 (stereo unspecified)	0.0%	-4%	-5%	-7%	-8%	10%	-1%[46.1 µM]	-3%
CCC(CC)c1nnc(NC(=O)Oc2ccccc2)s1	-1.0%	6%	2%	9%	2%	-1%	-1%[46.1 µM]	-2%
CCCCCC(=O)NC(=S)Nc1ccccc1C(=O)OC	-3.0%	4%	-8%	9%	-9%	2%	-27%[46.1 µM]	2%
Cc1cc(C)n(-c2ccc(C(=O)Nc3ccccc3N3CCOCC3)cc2)n1	0.0%	-13%	2%	2%	-10%	6%	-23%[46.1 µM]	-4%
Cc1cc(C)c(C(=O)/C=C/c2ccc(C(C)C)cc2)c(=O)[nH]1	-1.1%	11%	4%	-4%	4%	1%	12%[46.1 µM]	5%
O=C(O)C(NS(=O)(=O)c1ccc(F)cc1)c1ccccc1 (stereo unspecified)	3.9%	-6%	4%	3%	0%	6%	25%	0%
C=C1C(=O)O[C@@H]2C3OC3(C)CC/C=C(\C)CC[C@@H]12 (stereo partly specified)	4.5%	0%	6%	8%	-3%	?	/	1%
O=C(N/N=C/c1ccc(F)c(F)c1)c1cc2c(s1)-c1ccccc1CC2	0.6%	?	2%	0%	-13%	6%	16%[46.1 µM]	0%
O=C(NCc1cccnc1)C1CCN(C(=O)c2ccc(Cl)cc2Cl)CC1	0.0%	-1%	-5%	0%	1%	5%	1%[46.1 µM]	-1%
CCC(=O)c1ccc(N2CCN(C(=O)c3ccc(F)cc3)CC2)c(F)c1	-1.2%	0%	-6%	-2%	6%	3%	-4%	0%
CCc1ccc(N2CC(C(=O)Nc3ccccc3F)CC2=O)cc1 (stereo unspecified)	-0.9%	6%	1%	8%	-9%	-1%	-14%[46.1 µM]	0%
CCOc1ccc(-n2nnc3c(=O)n(CC(=O)NCc4ccco4)cnc32)cc1	0.9%	-7%[0.0958 µM]	-1%	-2%	-8%[0.0958 µM]	9%	8%	1%
Cc1ccccc1NC(=O)c1cn(-c2ccccc2)nc1-c1ccccc1	-2.9%&0.0%	-6%&-8%	5%	0%&6%	-8%&-22%	-8%	-33%	0%&1%
CCNC(=O)CC1SC(=Nc2cccc(Cl)c2C)N(C)C1=O (stereo unspecified)	4.7%	5%	-5%	-1%	-6%	0%	-14%[46.1 µM]	-5%
Cc1ccc2cc(CN(C(=O)C3CCCO3)C3CCCCC3)c(=O)[nH]c2c1 (stereo unspecified)	-5.1%	-5%	3%	-1%	2%	4%	-10%[46.1 µM]	1%
CNC(=O)/C(=C\C=C\c1ccccc1)NC(=O)c1ccc([N+](=O)[O-])cc1	-8.4%	-7%	0%	2%	-18%	5%	0%[46.1 µM]	-5%
O=C(Nc1nc(-c2ccccc2)c(-c2ccccc2)s1)c1ccc(S(=O)(=O)N2CCCCC2)cc1	0.0%	-16%	-3%	4%	-16%	1%	-8%	-2%
CCOc1ccc(N(CC(=O)Nc2nccs2)S(=O)(=O)c2c(C)noc2C)cc1	1.7%	-2%	6%	2%	-19%	-3%	-14%[46.1 µM]	1%
Oc1sc(C=Nc2ccccc2)c2ccccc12	?	-7%	-5%	-8%	14µM*[quencher]	-2%	-20%[46.1 µM]	-7%
COc1cccc(C(=O)NC2CCN(CC(=O)Nc3nccs3)CC2)c1	3.4%	3%	7%	-2%	6%	-4%	11%[46.1 µM]	-2%
CN(C)CCNC(=O)C(C(=O)c1ccccc1)n1ccccc1=O (stereo unspecified)	-1.0%	-1%	-6%	1%	0%	3%	-6%[46.1 µM]	1%
Nc1c2c(nc3ccccc13)CCCC2=O	4.3%	11%	16%	-9%	5%	6%	11%	-2%
CC1CCN(C(=S)c2ccc3c(c2)OCO3)CC1	0.8%	2%	-2%	6%	-11%	1%	-5%[46.1 µM]	1%
CC12CC3(C)CC(C)(C1)CC(C(=O)NC(=S)NC(C)(C)C)(C2)C3	0.0%	0%	6%	-4%	2%	-1%	-13%	-1%
C[C@@H](C(=O)NCc1ccccc1)N1C(=O)C2CC=CCC2C1=O (stereo partly specified)	0.0%	-8%	2%	3%	-8%	14%	6%[46.1 µM]	-1%
COc1ccc(CCNC(=O)/C(C#N)=C/c2cccc(OCc3ccccc3)c2)cc1OC	0.1%	3%	1%	-5%	-14%	-23%	-9%	1%
FC(F)(F)c1cc(-c2ccco2)nc(N2CCOCC2)n1	0.2%	6%	2%	-7%	-3%	11%	-13%[46.1 µM]	1%
COc1ccc(NC(=O)CN2CCN(C(=O)c3ccco3)CC2)c(OC)c1	-1.1%	-4%	9%	-2%	-4%	-1%	-3%[46.1 µM]	0%
O=C(Cn1cnc2c(nnn2Cc2ccccc2F)c1=O)NCc1ccco1	4.1%	-10%	0%	/	-9%	-1%	-5%[46.1 µM]	/
CCOC(=O)c1c(NC(=O)c2nc(SCC)ncc2Cl)sc2c1CCCC2	-1.9%	-4%	/	-10%	-10%	/	/	5%
CCN1C(=O)CC(C(=O)NC)SC1=Nc1cc(Cl)c(O)c(Cl)c1 (stereo unspecified)	0.7%	4%	6%	4%	1%	-1%	-7%[46.1 µM]	0%
Cn1c(N2CCCC2)nc2c1c(=O)n(Cc1ccc(F)cc1)c(=O)n2C	0.0%	7%	8%	-3%	-6%	2%	?	-4%
CSc1ccc(/C=N/NC(=O)CN2CCN(Cc3ccccc3)CC2)cc1	-0.9%	-2%	-5%	-5%	-8%	-2%	-3%[46.1 µM]	-1%
CCC(C)NC(=O)c1ccccc1NC(=O)C(C)N(c1ccccc1)S(C)(=O)=O (stereo unspecified)	0.0%	0%	-3%	-26%	-6%	19%	-11%[46.1 µM]	1%
O=C1CSC(c2cn(-c3ccccc3)nc2-c2cccs2)N1Cc1ccccc1 (stereo unspecified)	-2.8%	0%	-4%	-12%	-15%	0%	-12%[46.1 µM]	1%
O=C(CN1CCC(Cc2ccccc2)CC1)NCCc1ccc(F)cc1	1.2%	-1%	-9%	5%	-8%	-3%	-17%	1%
COc1ccc(Cn2c(=O)c3cccnc3n(Cc3cccc(F)c3)c2=O)cc1	0.0%	-4%	/	-3%	?	/	/	1%
CCOc1ccc(-c2cc(N)n(S(=O)(=O)c3ccc(OC)cc3)n2)cc1	-0.4%	-11%	-7%	5%	?	0%	-20%[46.1 µM]	1%
N#CC1(Cc2ccccc2)c2ccccc2C=CN1C(=O)c1ccccc1 (stereo unspecified)	-2.3%	-5%	0%	2%	-23%	-1%	?	-1%
Cc1nnc2sc(SCc3ccccc3)nn2c1=O	-1.1%	-3%	-2%	7%	-5%	1%	1%	-15%
Cc1cccc(N2CCN(S(=O)(=O)c3ccc4c(c3)CCN4C(=O)CCC(=O)O)CC2C)c1 (stereo unspecified)	-1.1%	2%	-3%	3%	-9%	0%	-2%[46.1 µM]	1%
Cc1c(NC(=O)c2c(N)sc3c2CCCC3)c(=O)n(-c2ccccc2)n1C	-0.2%	?	5%	-5%	-10%	-5%	-13%	0%
COc1ccc(CN(C(=O)/C=C/C(=O)c2ccc(OC)cc2O)C(C(=O)NC2CCCCC2)c2ccncc2)cc1 (stereo unspecified)	0.0%	2%	-14%	-3%	-13%	5%	-20%	-1%
C/C(=N/NC(=O)C1CC1(c1ccccc1)c1ccccc1)c1ccco1 (stereo unspecified)	0.2%	-2%	9%	-7%	-17%	-9%	-20%	-6%
COc1ccc(C(=O)NNC2=C(C(=O)C(F)(F)F)CCC2)cc1	-0.3%	3%	5%	-6%	-20%	-2%	10%	1%
O=S(=O)(NCCc1csc2nc(-c3ccc(Cl)cc3)nn12)c1ccc2c(c1)OCCO2	0.2%	?	/	0%	-28%	/	/	-1%
CCC(c1nnnn1CCOC)N1CCN(Cc2ccccc2)CC1 (stereo unspecified)	-14%	8%	-1%	-8%	9%	9%	5%[46.1 µM]	-2%
CCOC(=O)N1CCC(NC(=O)C2=CCN(S(=O)(=O)c3ccccc3)CC2)CC1	4.4%	7%	-4%	0%	-12%	3%	24%	-1%
COc1cc2c(C(=O)O)c(C)n(-c3ccccc3)c2c2ccccc12	-0.7%	-8%	-4%	1%	?	7%	-56%	-3%
C[C@@H]1C[C@H](Nc2ccccc2)c2ccccc2N1C(=O)c1cccnc1	0.9%	7%	2%	2%	-13%	7%	-9%[46.1 µM]	-3%
Cc1nnc(NC(=O)CSc2nnc(Cc3cccn3C)n2-c2cccc(C(F)(F)F)c2)s1	1.3%	-1%	1%	-3%	5%	7%	-10%[46.1 µM]	-3%
COc1ccc(Cl)cc1N(CC(=O)N(C)C)S(=O)(=O)c1ccc(C)c([N+](=O)[O-])c1	1.1%	9%	6%	2%	-5%	2%	-13%	3%
